Bioassay records as filed in PubChem.
DPM-DC inhibit: S. pneumoniae DPM-DC inhibition | purified DPM-DC, PK/LDH coupled NADH fluorescence | calls only at 10 µM | actives 0.49% (n = 65,000) | AID 556;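 active = the 320 compounds with the highest percent inhibition in the single-dose primary screen, excluding strongly autofluorescent ones, cut at about 32% in these data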;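 also: kinetic rate of NADH fluorescence loss reporting ADP formed by the decarboxylase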
HT1080 cytotoxicity: cytotoxicity in HT1080 fibrosarcoma cells, cell-based, fluorescence readout (AID 620); one-dose cytotoxicity, % at 10 µM; EC50 in µM for titrated hits; actives 0.42% (n = 87,000); HT1080 viability, fluorescence; higher % means a stronger effect;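 also: cells exposed to compound overnight then 4 h with Alamar Blue; 0% = vehicle DMSO and 100% = killing control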
Alkaline phosphatase: human TNAP enzyme inhibitors, biochemical, luminescent (AID 518) | actives 0.09% (n = 64,000) | inhibition, % at 20 µM, or IC50 in µM where a hit was titrated | purified TNAP enzyme, luminescent substrate readout; higher % means a stronger effect; in the data active = a potency from the dose series; inactive = the rest, 99 in 100 with inhibition below about 22%;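 also: plate controls were vehicle for no effect and reference inhibitor for full effect; many of its hits are not listed in these tables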
Bfl-1 inhibitors: displacement of Bid BH3 peptide from Bfl-1 – biochemical, fluorescence polarization, FITC-Bid, mouse, primary screen (AID 432) | FITC-Bid BH3 peptide fluorescence polarization displacement; higher % means a stronger effect | displacement, % at 20 µM; hits with a dose series show IC50 in µM | actives 0.02% (n = 64,000); in the data active = a potency from the dose series; inactive = the rest, 99 in 100 with displacement below about 15%; also: strong numbers were not always called active
MK inhibit: S. pneumoniae mevalonate kinase inhibition | actives 0.48% (n = 65,000) | inhibition, % at 10 µM | purified MK, PK/LDH-coupled NADH absorbance 340 nm;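 active = ranked among the strongest by inhibition in the single 10 µM screen, a fixed top-ranked set picked for dose follow-up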; also: no value below 0 was filed
HPDE-C7 cytotoxicity: HPDE-C7 pancreatic duct cell viability loss – fluorescence, HTS (AID 430); HPDE-C7 pancreatic duct cells viability, fluorescence; higher % means a stronger effect; cytotoxicity, % at 10 µM; hits with a dose series show EC50 in µM; actives 1.8% (n = 63,000);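 also: cells exposed to compound for 48 hours before viability readout; 0% = vehicle and 100% = reference cytotoxic drug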
PMK inhibit: inhibitors of Streptococcus pneumoniae phosphomevalonate kinase. purified PMK, PK/LDH-coupled NADH absorbance 340 nm. inhibition, % at 10 µM. actives 0.49% (n = 65,000). AID 539;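 active = top-ranked compounds by inhibition in the single 10 µM screen, taking a fixed number of the strongest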;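 also: 0% = full reaction with DMSO carrier and 100% = background rate without enzyme reaction; no value below 0 was filed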
KRASV12 cytotoxicity: viability loss of HPDE-C7K cells – cell-based, fluorescence, HTS, primary screen (AID 431). HPDE-C7K KRASV12 cells, Alamar Blue viability, 48 h; higher % means a stronger effect. cytotoxicity, % at 10 µM, or EC50 in µM where a hit was titrated. actives 1.7% (n = 63,000);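 active = compounds whose percent cytotoxicity in the single-dose primary screen, scaled between solvent and toxic-drug controls, exceeds 50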;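 also: 0% = DMSO solvent wells and 100% = doxorubicin-treated wells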
LYP inhibition: LYP phosphatase inhibitors, primary screen, biochemical, DiFMUP fluorescence, recombinant catalytic domain, 10 µM (AID 606); recombinant LYP catalytic domain, DiFMUP fluorescence; higher % means a stronger effect; inhibition, % at 10 µM, or IC50 in µM where a hit was titrated; 52,000 tested, under 10 active;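 active = IC50 under 40 µM in the dose-response test; inactive = IC50 of 40 µM or more, or never dose-tested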
PMK inhibit pilot replicates: recorded beside PMK inhibit, whose call it bears; inhibition, %; measured here: pilot screen replicates
MK inhibit pilot replicates: second read-out of MK inhibit, no call of its own (marks repeat the call); inhibition, %; measured here: pilot screen replicates
DPM-DC inhibit pilot screen %: recorded beside DPM-DC inhibit, whose call it bears; inhibition, %; measured here: pilot screen trials
Starred values were filed as active, the others as inactive; i = inactive; . = no result given; & = joins results of further samples. Rule as the data show it, unless noted: active = cytotoxicity above about 50%; inactive = the rest.

SMILES	DPM-DC inhibit	HT1080 cytotoxicity	Alkaline phosphatase	Bfl-1 inhibitors	MK inhibit	HPDE-C7 cytotoxicity	PMK inhibit	KRASV12 cytotoxicity	LYP inhibition	others
CC(C)C(=O)N1CCN(c2nc(-c3ccccc3)c3c(c2C#N)CCCC3)CC1	.	-21.2%	10.4%	0.2%	3.0	-7.3%	2.0	16.1%	14.2%	PMK inhibit pilot replicates=6.5;MK inhibit pilot replicates=6.0
Cc1cc(=O)oc(C)c1C(=O)NC1CC(C)(C)NC(C)(C)C1	i	35.6%	5.5%	-1.7%	2.0	1.4%	1.0	-9.9%	-1.9%
CC(C)c1nc2ccccc2c2nnc(SCC(=O)NCc3ccco3)n12	i	-16.4%	7.7%	-4.3%	0.0	-8.4%	13.0	12.4%	-12.8%
CCOc1ccc(-c2nnc3sc(COc4ccc(C)cc4)nn23)cc1	i	11.3%	12.9%	-4.1%	3.0	-4.2%	1.0	-6.7%	.
Clc1ccc(Cn2ncc3c(N4CCCCC4)ncnc32)c(Cl)c1	i	14.5%	11.7%	-5.9%	10.0	8.4%	1.0	20.7%	-3.3%
COc1cccc(OC)c1C(=O)Nc1ccccc1C(=O)N1CCOCC1	i	0.0%	6.0%	-6.3%	9.0	-4.0%	8.0	-13.0%	-1.1%
FC(F)(F)c1cnc(Oc2ccc(-c3nnco3)cc2)c(Cl)c1	i	-1.6%	7.0%	0.4%	3.0	3.0%	12.0	-2.5%	.
COc1ccc(CC(=O)Nc2cc(C)ccn2)cc1	i	1.9%	9.5%	2.1%	14.0	4.5%	3.0	17.5%	9.8%
CCS(=O)(=O)N1CCC(C(=O)NCCc2ccccc2)CC1	i	-1.9%	4.5%	5.2%	0.0	1.0%	25.0*	6.2%	7.3%
O=C(NCCN1CCCC1)C1CC(=O)N(C2CCCCC2)C1 (stereo not drawn)	i	35.0%	3.3%	-4.8%	11.0	2.5%	8.0	0.8%	.
CCCc1nnc(SCC(=O)N2CCCC(C)C2)n1CCCOC (stereo not drawn)	i	5.3%	3.8%	0.4%	4.0	-5.6%	10.0	5.0%	-1.2%
O=C(CN1C(=O)C2C3C=CC(C3)C2C1=O)Nc1ccc2nccnc2c1 (stereo not drawn)	.	3.0%	6.0%	6.8%	9.0	0.1%	10.0	1.0%	7.4%
Nc1nc(NC(=O)c2cccs2)nn1-c1ccccc1	i	1.1%	22.9%	2.2%	0.0	-3.6%	6.0	1.4%	1.5%	PMK inhibit pilot replicates=6.5;MK inhibit pilot replicates=1.0;DPM-DC inhibit pilot screen %=0.0
COC(=O)c1ccc(NC(=O)C2C3C=CC(O3)C2C(=O)O)cc1 (stereo not drawn)	i	-3.5%	3.3%	1.3%	6.0	-21.7%	0.0	-12.5%	9.8%
CN(C)S(=O)(=O)N1CCN(S(=O)(=O)c2ccccc2)CC1	i	5.0%	4.5%	5.8%	0.0	1.6%	19.0	0.3%	-6.2%
Cc1cccc(NC(=O)CCCCCN2C(=O)c3ccccc3C2=O)n1	i	-5.6%	4.3%	-8.3%	3.0	-7.9%	11.0	-10.8%	.	PMK inhibit pilot replicates=1.5;MK inhibit pilot replicates=0.0;DPM-DC inhibit pilot screen %=0.0
Cc1ccc(CC(=O)NCC(C)C)cc1	i	-2.6%	11.3%	-7.8%	11.0	-15.7%	0.0	-5.6%	-3.2%
COc1ccccc1-n1c(SCC(=O)N(C)C2CCS(=O)(=O)C2)nc2ccccc2c1=O (stereo not drawn)	i	-8.3%	0.3%	-0.1%	0.0	1.3%	0.0	-11.2%	.
CCOC(=O)c1c(C)oc2c1c(C=NC1CCS(=O)(=O)C1)c(O)c1ccccc12 (stereo not drawn)	i	-0.6%	19.2%	8.7%	7.0	28.9%	11.0	23.8%	3.8%
CCCn1nnc(NC(=O)c2sc3ccccc3c2Cl)n1	i	7.6%	15.4%	-5.1%	11.0	-8.6%	1.0	0.6%	-3.3%
CCC1(C(=O)OC)NC(c2cccc(F)c2)C2C(=O)N(C)C(=O)C21 (stereo not drawn)	i	-0.1%	7.8%	-5.7%	6.0	-9.7%	18.0	-19.0%	-1.5%	PMK inhibit pilot replicates=3.0;MK inhibit pilot replicates=0.0;DPM-DC inhibit pilot screen %=0.5
Cc1ccc(Oc2ccc(S(=O)(=O)N3CCOCC3)cc2C(N)=O)c(-n2nc3ccccc3n2)c1	i	53.4%*	6.8%	-2.4%	0.0	53.1%*	7.0	45.9%	24.2%
COC(=O)Nc1ccc(S(=O)(=O)N(C)C)cc1	i	-3.9%	6.2%	-4.0%	8.0	-2.8%	10.0	4.6%	5.3%
COc1ccc(Cl)cc1NC(=O)CC(C)=O	i	-1.8%	2.0%	-4.9%	2.0	4.7%	0.0	-3.3%	2.1%
Cc1ccccc1NS(=O)(=O)c1ccc(NC(=O)c2ccco2)cc1	i	2.4%	9.8%	-2.3%	0.0	-6.3%	14.0	13.9%	2.4%	PMK inhibit pilot replicates=2.0;MK inhibit pilot replicates=1.5;DPM-DC inhibit pilot screen %=0.0

Reprinted at random: three compounds from above.
SMILES	DPM-DC inhibit	HT1080 cytotoxicity	Alkaline phosphatase	Bfl-1 inhibitors	MK inhibit	HPDE-C7 cytotoxicity	PMK inhibit	KRASV12 cytotoxicity	LYP inhibition	others
O=C(CN1C(=O)C2C3C=CC(C3)C2C1=O)Nc1ccc2nccnc2c1 (stereo not drawn)	.	3.0%	6.0%	6.8%	9.0	0.1%	10.0	1.0%	7.4%
COc1ccc(CC(=O)Nc2cc(C)ccn2)cc1	i	1.9%	9.5%	2.1%	14.0	4.5%	3.0	17.5%	9.8%
Nc1nc(NC(=O)c2cccs2)nn1-c1ccccc1	i	1.1%	22.9%	2.2%	0.0	-3.6%	6.0	1.4%	1.5%	PMK inhibit pilot replicates=6.5;MK inhibit pilot replicates=1.0;DPM-DC inhibit pilot screen %=0.0

Other compounds
SMILES	DPM-DC inhibit	HT1080 cytotoxicity	Alkaline phosphatase	Bfl-1 inhibitors	MK inhibit	HPDE-C7 cytotoxicity	PMK inhibit	KRASV12 cytotoxicity	LYP inhibition	others
CN1CCN(CCCNC(=O)c2cn(C)c3ccc(S(=O)(=O)N(C)C)cc3c2=O)CC1	i	-9.1%	5.9%	-1.5%	6.0	3.8%	6.0	2.3%	9.6%
O=C(CCn1cccc1)NCc1ccccc1	i	-8.7%	8.5%	-0.5%	0.0	-15.7%	5.0	-14.1%	3.0%
Cc1nnc(NC(=O)C2COc3ccccc3O2)s1 (stereo not drawn)	i	5.8%	1.6%	-4.0%	0.0	1.1%	0.0	-16.9%	-3.6%
CCS(=O)(=O)N1CCCC(C(=O)NCc2ccc(C)cc2)C1 (stereo not drawn)	i	-1.9%	3.3%	-7.4%	5.0	-15.7%	8.0	-14.6%	2.5%
O=C(CCC1COc2ccccc2O1)Nc1cccnc1 (stereo not drawn)	i	-1.7%	5.0%	-7.9%	6.0	1.7%	3.0	0.5%	.
CC(C(=O)O)c1ccc(-c2ccccc2)c(F)c1 (stereo not drawn)	i	.	10.7%	-1.5%	8.0&2.0	18.6%	9.0&0.0	6.7%	.	PMK inhibit pilot replicates=4.5;MK inhibit pilot replicates=2.0;DPM-DC inhibit pilot screen %=1.5
COc1cccc(-c2cc(C(=O)Nc3cc(C)n(Cc4ccc(Cl)cc4)n3)no2)c1	i	-2.3%	12.5%	0.7%	1.0	20.5%	8.0	18.3%	12.8%	PMK inhibit pilot replicates=2.5;MK inhibit pilot replicates=0.0;DPM-DC inhibit pilot screen %=0.0
CCn1c(SC)nnc1-c1nnc(SC)n1CC	i	0.9%	2.6%	1.0%	8.0	7.8%	0.0	-0.8%	7.8%
Cc1sc2c(=O)n3c(nc2c1C(=O)NCCCN1CCOCC1)CCCCC3	i	29.2%	16.3%	-1.0%	9.0	.	11.0	.	.
CCCCn1c(SCC(=O)Nc2cccc(C)n2)nnc1-c1ccco1	i	-4.1%	6.6%	5.4%	8.0	7.3%	4.0	-24.6%	8.0%
CSc1nnc(-c2ccccc2)n1N	i	-7.2%	2.1%	-1.9%	19.0	-3.4%	24.0	10.5%	.
Cc1cccc2cc(C#N)c(N3CCCC3)nc12	i	9.8%	-5.7%	2.1%	9.0	-8.7%	7.0	-2.7%	2.3%
O=C(CCCOc1ccccc1)Nc1ccc(S(=O)(=O)N2CCOCC2)cc1	i	0.9%	13.1%	-3.6%	0.0	-7.5%	8.0	-6.2%	.
CCN(CC)c1ccc2cc(-c3nc4ccccc4[nH]3)c(=O)oc2c1	i	.	-39.1%	62.6%	37.0	30.8%	i	42.2%	-1.6%	PMK inhibit pilot replicates=4.5;MK inhibit pilot replicates=5.0;DPM-DC inhibit pilot screen %=9.0
CCOC(=O)c1c(C)[nH]c(C(=O)Cn2nnc(-c3ccccc3Cl)n2)c1C	i	-1.4%	14.0%	-3.1%	0.0	1.6%	10.0	12.6%	0.5%
Cc1cc(C(=O)CSc2nnc(-c3ccccc3)n2C)c(C)n1C	i	-0.5%	15.0%	-5.1%	5.0	5.7%	12.0	16.6%	8.6%	PMK inhibit pilot replicates=0.0;MK inhibit pilot replicates=0.0;DPM-DC inhibit pilot screen %=0.5
Cc1nc(N2CCN(c3ccccc3)CC2)c2c3c(sc2n1)CCC3	i	-9.2%	4.7%	-3.9%	6.0	4.5%	5.0	7.1%	-2.5%
COc1ccc(C2(C(N)=O)CCCCC2)cc1OC	i	-7.3%	-1.6%	0.7%	6.0	-0.9%	5.0	2.6%	14.6%
COc1ccc(N2CCN(C(=O)c3cn(C4CCCC4)c(=O)c4c3c3ccccc3n4C)CC2)cc1	i	.	7.2%	-3.3%	5.0	18.8%	16.0	13.4%	8.9%
Cc1csc(SCC(=O)N2CCN(S(=O)(=O)c3ccccc3)CC2)n1	i	-8.2%	1.9%	-8.1%	0.0	.	17.0	.	.
O=S(=O)(NCc1cn2ccsc2n1)c1ccc2c(c1)OCCO2	i	-7.1%	16.2%	-6.2%	1.0	3.4%	1.0	4.2%	1.5%	PMK inhibit pilot replicates=0.0;MK inhibit pilot replicates=1.5;DPM-DC inhibit pilot screen %=3.0
CCC(C)(C(=O)NC1CCCC1)N(Cc1cccs1)C(=O)Cc1cccs1 (stereo not drawn)	i	.	7.0%	-9.2%	9.0	-13.5%	0.0	-7.3%	.	PMK inhibit pilot replicates=4.5;MK inhibit pilot replicates=0.0;DPM-DC inhibit pilot screen %=0.0
CCOC(=O)c1ccc(NC(=O)CSc2nnc(CNC(=O)c3ccccc3F)o2)cc1	i	.	6.4%	-6.0%	0.0	-12.3%	8.0	-4.9%	-5.8%
CN1CCN(CC(=O)N2c3ccccc3C(=O)Nc3cccnc32)CC1	i	-8.9%	16.7%	-2.9%	4.0	5.4%	7.0	0.0%	7.0%	PMK inhibit pilot replicates=4.0;MK inhibit pilot replicates=5.0;DPM-DC inhibit pilot screen %=0.0
O=C(Nc1ccc2nsnc2c1)c1cccs1	i	10.5%	12.9%	0.4%	8.0	16.1%	2.0	9.3%	0.5%
CCn1cc(C(=O)N(CCCN2CCOCC2)Cc2ccco2)c(=O)c2ccc(C)nc21	i	6.2%	.	.	9.0	.	12.0	.	.
Cc1cc(Cl)c(S(=O)(=O)Nc2ccc3c(c2)OCO3)cc1OCC(N)=O	i	2.2%	7.6%	2.1%	5.0	8.0%	0.0	10.8%	-3.3%
